# Assay outcomes (PubChem BioAssay)
# Epigenetic reg = epigenetic control regulation, reporter derepression. murine LDR cells, GFP reporter derepression, 30 h. Potency, µM (doses to about 53.9 µM), without a hit: at the top dose GFP activation, hits mostly activators. 280,000 tested, 0.2% active. AID 1865; note: potency is the fitted concentration of half-maximal effect; % of control where 0% means no effect; nearly all actives have a fitted effect of over 60% in size
#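 Murine LDR cells carrying a silenced, genomically integrated CMV-driven GFP reporter were exposed to compound for 30 hours at 37 C. After PBS washes, GFP-positive cells (20–120 um objects) were counted by laser-scanning microplate cytometry.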
# NPSR antagonist = antagonists of human neuropeptide S receptor cAMP signaling | Q6W5P4 | CHO-NPSR cells, cAMP TR-FRET, antagonist mode | Potency, µM (titrated, usually from 38.3 µM), inactives show at the top dose activity change, negative = inhibition, most hits filed as inhibitors | 220,000 tested, 1% active; note: potency is the fitted concentration of half-maximal effect; % is set by controls: 0 for no effect and ±100 for the full control effect; nearly all actives have a fitted effect of over 50% in size; many of its hits are not listed in these tables
# Tau fluor counter = counter-screen for tau fibril formation inhibitors. AID 1463. tau K18 P301L Alexa594 fluorescence, heparin fibrillization. Potency, µM (titrated, usually from 57.7 µM), for inactives: at the highest dose activity change, negative = decrease. 280,000 tested, 0.93% active; note: potency is the fitted concentration of half-maximal effect; % is set by controls: 0 for no effect and ±100 for the full control effect; nearly all actives have a fitted effect of over 55% in size
#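 Human tau K18 P301L (15 uM unlabeled, 0.24 uM Alexa 594-labeled) in 100 mM sodium acetate pH 7 with 20 uM heparin, 6 hr at 37 C. ThT 30 uM added, 1 hr ambient; Alexa 594 FP and total fluorescence read at 555/632 nm.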
# CBFb-RUNX1 inh = blocks binding between human CBF-beta and RUNX1 | AID 1477 | Q01196+Q13951 | 230,000 tested, under 10 active | AlphaScreen CBFb-His/RUNX1-biotin binding, biochemical | Potency, µM (top dose mostly 59.8 µM), for inactives: at the highest dose activity, negative = inhibition, most hits filed as inhibitors; note: % of control where 0% means no effect
#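 Proteins preincubated together for 20 min at RT before compound addition; 15 min later, nickel and streptavidin beads were added and left 90 min prior to AlphaScreen measurement.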
# GLA spleen mod = inhibitors or activators of human alpha-galactosidase in spleen homogenate; human spleen homogenate, 4MU-alpha-Gal fluorescence, 40 min; AID 2107; 240,000 tested, 0.008% active; Potency, µM (doses to about 80 µM), without a hit: at the top dose activity change, negative = inhibition, hits mostly inhibitors;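 note: potency is the fitted concentration of half-maximal effect; 0% = enzyme with vehicle and -100% = no enzyme basal signal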
# Target sequence (P06280 32-429 limits assumed): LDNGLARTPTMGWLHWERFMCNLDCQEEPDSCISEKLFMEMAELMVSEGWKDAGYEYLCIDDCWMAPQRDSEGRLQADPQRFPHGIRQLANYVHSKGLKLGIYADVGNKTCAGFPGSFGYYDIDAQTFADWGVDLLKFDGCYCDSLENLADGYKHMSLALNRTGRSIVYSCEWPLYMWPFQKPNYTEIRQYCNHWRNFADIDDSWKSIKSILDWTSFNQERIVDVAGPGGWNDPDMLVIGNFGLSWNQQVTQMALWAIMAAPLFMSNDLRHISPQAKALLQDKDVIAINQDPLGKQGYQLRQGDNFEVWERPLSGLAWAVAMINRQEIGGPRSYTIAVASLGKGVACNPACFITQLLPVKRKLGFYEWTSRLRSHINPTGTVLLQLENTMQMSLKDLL
#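 Human spleen homogenate (1 ug) was the enzyme source, with 4-methylumbelliferyl-alpha-D-galactopyranoside (1 mM final) in pH 5.0 citrate buffer with 0.01% Tween-20. Compounds were titrated; after 40 min at 37C, NaOH/glycine stop, 4-MU fluorescence read; AC50 from Hill fits.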
# TexasRed fluor = Texas Red fluorescence interference in TRb-SRC2 counter-screen; TRb/SRC2 Texas Red total fluorescence interference; Potency, µM (doses to about 106 µM), for the others: at the highest dose fluorescence change, negative = quenching; 280,000 tested, 0.29% active; active = well fitted curve in either direction with a large enough effect; inconclusive = small, poorly fitted or top-dose-only effect; note: potency is the fitted concentration of half-maximal effect; % is set by controls: 0 for no effect and ±100 for the full control effect
#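 Flags fluorescent or light-absorbing compounds by total fluorescence, S + 2P, at 555 nm excitation and 632 nm emission. Mixture: 20 nM Texas Red SRC2 peptide, 0.6 uM human TRb LBD, 1 uM T3, 5% DMSO; compound exposure 5 h at ambient temperature.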
# TRb-SRC2 inh = disrupts binding of human TR beta to SRC2 | 280,000 tested, 0.065% active | P10828 | TRbeta-SRC2 peptide binding, fluorescence polarization; receptor liganded with 1 µM T3 | Potency, µM (top dose mostly 106 µM), inactives show at the top dose activity change, negative = inhibition, actives largely listed as inhibitors;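 note: potency is the fitted concentration of half-maximal effect; plate controls were bound peptide for no effect and peptide without receptor for full effect; nearly all actives have a fitted effect of over 50% in size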
# Target sequence (P10828 whole entry, looked up): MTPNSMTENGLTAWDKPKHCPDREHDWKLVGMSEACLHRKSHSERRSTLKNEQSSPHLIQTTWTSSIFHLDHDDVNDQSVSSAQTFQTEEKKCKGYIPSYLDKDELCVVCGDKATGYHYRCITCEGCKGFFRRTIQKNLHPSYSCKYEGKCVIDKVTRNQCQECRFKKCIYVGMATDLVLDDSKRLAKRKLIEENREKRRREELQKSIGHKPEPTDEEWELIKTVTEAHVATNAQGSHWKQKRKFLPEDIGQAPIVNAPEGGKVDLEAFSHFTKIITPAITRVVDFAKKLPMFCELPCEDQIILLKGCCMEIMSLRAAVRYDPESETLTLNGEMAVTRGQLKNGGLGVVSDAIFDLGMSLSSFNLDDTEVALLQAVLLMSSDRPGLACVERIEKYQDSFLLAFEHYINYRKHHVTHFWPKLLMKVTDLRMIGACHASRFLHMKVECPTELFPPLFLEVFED
#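 A fluorescence polarization screen tested compounds at multiple concentrations against complex formation between 0.6 uM TRb ligand-binding domain and 20 nM Texas Red SRC2 peptide, with 1 uM T3 present; readout after 5 hr.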
# Tau FP inhib = blocks human tau fibril formation measured by polarization | P10636 | 280,000 tested, 0.39% active | K18 P301L tau heparin fibrillization, Alexa594 FP, 6 h | Potency, µM (series often up to 57.7 µM), without a hit: top-dose activity, negative = inhibition, hits mostly inhibitors; note: potency is the fitted concentration of half-maximal effect; % is set by controls: 0 for no effect and ±100 for the full control effect; nearly all actives have a fitted effect of over 55% in size
# Target sequence (P10636 561-689 P618L limits assumed): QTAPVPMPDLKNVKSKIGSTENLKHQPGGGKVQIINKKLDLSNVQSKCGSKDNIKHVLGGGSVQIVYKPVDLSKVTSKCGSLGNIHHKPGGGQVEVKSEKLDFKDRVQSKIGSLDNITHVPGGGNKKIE
#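 K18 P301L tau (15 uM unlabeled/0.24 uM Alexa 594-labeled, final) + compound + heparin 20 uM final; 100 mM NaOAc pH 7; 6 hr 37 C; ThT 30 uM final added, 1 hr RT; FP ex 555/em 632 nm.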
# Starred values were filed as active, the others as inactive; ? = inconclusive; . = no result given; [ ] = dose if it differs, or a comment. Unless noted, calls come from the whole dose curve; as a rule, active = well fitted curve in the direction sought with a large enough effect; inconclusive = small, poorly fitted or top-dose-only effect, or another doubt; inactive = no such curve, though single readings can be large; an effect the other way counts as inactive or inconclusive. These rows are one share of the data; rates above refer to the full screens.
# Preview, ten compounds:
# Below each compound: Epigenetic reg, NPSR antagonist, Tau fluor counter, CBFb-RUNX1 inh, GLA spleen mod, TexasRed fluor, TRb-SRC2 inh, Tau FP inhib
- C/C(=N\NC(=O)c1ccccc1)c1ccc(N2CCCCC2)cc1
  -1.0%, -3%, -6%, 8%, 6%, -7%, -3%, 3%
- COC(=O)c1ccccc1NC(=S)N1CCC(N2CCCCC2)CC1
  ?, 0%, 0%, 3%, -3%, -2%, 4%, 0%
- CCCn1c2ccccc2c2cnn(CC(=O)NCCCN(CC)c3ccccc3)c(=O)c21
  0.0%, ., ?, ., ., -13%, 3%, 12%
- O=C(CNC(=O)c1ccccc1)OC1CCCCC1
  3.4%, -1%, 1%, -2%, -2%, 0%, 6%, -3%
- CCCSc1nc(C)cc(C)c1S(C)(=O)=O
  -1.0%, 3%, 1%, -17%, 3%, 1%, -1%, -2%
- COc1cc(-c2c(C#N)c(=O)[nH]c3c2c(C)nn3-c2ccccc2)ccc1O
  -1.7%, -8%[46.1 µM], 3%, 5%, -10%, 1%, -5%, 6%
- Cc1ccccc1NC(=O)c1ccc(Nc2c([N+](=O)[O-])cc([N+](=O)[O-])c3ccccc23)cc1
  1.0%, ?, ?, ?, -5%, 5%, 3%, ?
- c1ccc(Cn2nnc3c(N4CCc5ccccc5C4)ncnc32)cc1
  -1.1%, ?, -20%, -4%, -14%, 1%, -11%, -11%
- O=[N+]([O-])c1ccccc1S(=O)(=O)NC1CCCC1
  5.2%, -7%, -9%, 2%, 4%, -1%, 4%, 3%
- COc1ccc(C(=O)C(/C=N/O)=N/Nc2ccc(F)cc2)cc1
  -0.8%, -16%, -19%, ?, 1%, -5%, 8%, 17%

# The listing, from the first entry:
# Below each compound: Epigenetic reg, NPSR antagonist, Tau fluor counter, CBFb-RUNX1 inh, GLA spleen mod, TexasRed fluor, TRb-SRC2 inh, Tau FP inhib
- C/C(=N\NC(=O)c1ccccc1)c1ccc(N2CCCCC2)cc1
  -1.0%, -3%, -6%, 8%, 6%, -7%, -3%, 3%
- COC(=O)c1ccccc1NC(=S)N1CCC(N2CCCCC2)CC1
  ?, 0%, 0%, 3%, -3%, -2%, 4%, 0%
- CCCn1c2ccccc2c2cnn(CC(=O)NCCCN(CC)c3ccccc3)c(=O)c21
  0.0%, ., ?, ., ., -13%, 3%, 12%
- O=C(CNC(=O)c1ccccc1)OC1CCCCC1
  3.4%, -1%, 1%, -2%, -2%, 0%, 6%, -3%
- CCCSc1nc(C)cc(C)c1S(C)(=O)=O
  -1.0%, 3%, 1%, -17%, 3%, 1%, -1%, -2%
- COc1cc(-c2c(C#N)c(=O)[nH]c3c2c(C)nn3-c2ccccc2)ccc1O
  -1.7%, -8%[46.1 µM], 3%, 5%, -10%, 1%, -5%, 6%
- Cc1ccccc1NC(=O)c1ccc(Nc2c([N+](=O)[O-])cc([N+](=O)[O-])c3ccccc23)cc1
  1.0%, ?, ?, ?, -5%, 5%, 3%, ?
- c1ccc(Cn2nnc3c(N4CCc5ccccc5C4)ncnc32)cc1
  -1.1%, ?, -20%, -4%, -14%, 1%, -11%, -11%
- O=[N+]([O-])c1ccccc1S(=O)(=O)NC1CCCC1
  5.2%, -7%, -9%, 2%, 4%, -1%, 4%, 3%
- COc1ccc(C(=O)C(/C=N/O)=N/Nc2ccc(F)cc2)cc1
  -0.8%, -16%, -19%, ?, 1%, -5%, 8%, 17%
- Cc1ccc(Oc2c(C)nc(-c3ccccc3)[nH]c2=O)cc1
  -1.4%, -6%[7.67 µM], -11%, 4%, 1%, -2%, 5%, -9%
- CC(=O)NCC(=O)OCC(=O)Nc1ccc(C(C)=O)cc1
  7.8%, -23%[46.1 µM], 5%, 3%, 1%, 1%, 3%, 5%
- CCCCNC(=O)NS(=O)(=O)c1ccc(C(=O)OC(C)C)o1
  -0.3%, -3%[46.1 µM], -3%, 1%, -3%, -4%, 0%, -3%
- O=C(Nc1ccncc1)c1cncc(Br)c1
  0.0%, 4%[46.1 µM], 6%, 3%, 14%, -2%, -8%, 12%
- Cn1c(=O)c2c(nc(NCCc3ccccc3)n2Cc2ccccc2)n(C)c1=O
  -1.1%, -20%[46.1 µM], ?, 1%, -15%, -4%, 2%, ?
- O=C(Nc1ccccc1N1CCCC1)c1cccnc1Cl
  8.2%, -21%[46.1 µM], -3%, -1%, -4%, -7%, -3%, -10%
- N#C/C(=C\c1ccc2c(c1)OCCO2)C(=O)NC1CCCCC1
  0.0%, 9%, 7%, -3%, -17%, -2%, 11%, 7%
- Cc1noc(C(=O)Nc2c(C)nn(Cc3ccccc3)c2C)c1Cl
  -0.2%, 4%[46.1 µM], -11%, -5%, -12%, -2%, -3%, -4%
- Cc1ccc(-c2nc3c(cnn3-c3ccccc3)c(=O)o2)cc1
  0.0%, -15%[46.1 µM], -7%, 5%, 9%, -5%, 2%, 0%
- CC(C)OC(=O)CSc1nnc(CNc2ccc(Cl)cc2)n1Cc1ccccc1
  -1.2%, -11%[46.1 µM], -10%, 8%, -2%, -2%, -12%, 12%
- CC1CCN(CCCNC(=O)CN2C(=O)CSc3ccc(S(=O)(=O)N4CCCCC4)cc32)CC1
  0.5%, ., 1%, ., ., -1%, -2%, -8%
- CCCC(=O)Nc1ccc(N2CCN(C(=O)c3ccccc3C)CC2)cc1
  -2.1%, -6%[46.1 µM], -2%, 1%, 6%, 2%, 1%, 1%
- COCc1cc(C)nc(N/N=C/c2ccc(Cl)c(Cl)c2)c1C#N
  -1.0%, 4%, -2%, -1%, -1%, 1%, 1%, 9%
- COc1cc(NC(=S)NC(=O)CC(C)C)ccc1NC(=O)c1cc2ccccc2o1
  5.9%, -30%, -12%, 12%, 0%, -2%, -1%, -2%
- COc1ccccc1OCCn1c(CO)nc2ccccc21
  0.1%, 0%[46.1 µM], 0%, 8%, -12%, -5%, 1%, 1%
- COc1ccccc1NC(=S)N(Cc1ccc(C(=O)O)cc1)Cc1ccc(OC)c(OC)c1
  -1.5%, -28%, -8%, -1%, 1%, -2%, 3%, 0%
- C/C(Cn1nnc2ccccc21)=N\OC(=O)c1cc(F)c(F)cc1Cl
  4.3%, -2%, -4%, -3%, 3%, -3%, 2%, -4%
- CCOc1ccccc1NC(=S)NCCCn1ccnc1
  -3.8%, -13%, 2%, 9%, 5%, 0%, -3%, -4%
- CCOC(=O)c1ccc(N2C(=O)C(C)=C(C)C2=O)cc1
  -1.3%, 6%[46.1 µM], -8%, 8%, 0%, -1%, 1%, -4%
- CCNC(=O)CSc1nc2ccccc2c(=O)n1-c1cc(OC)ccc1OC
  -0.7%, -12%[46.1 µM], -4%, 1%, 4%, -1%, 0%, 2%
- Cc1cccc(-n2c(C)cc(C)c(C#N)c2=O)c1
  2.1%, -14%, 3%[2.34 µM], 8%, 11%, -3%, -5%, 5%
- Cc1ccn2c(=O)c(C(=O)Nc3ccc(F)c(C(F)(F)F)c3)cnc2c1
  1.4%, ., -1%, ., ., ?, -5%, 4%
- O=C(COC(=O)c1cc(-c2cccs2)nn1-c1ccccc1)Nc1ccc(F)c([N+](=O)[O-])c1
  -0.1%, -5%, 2%, -2%, -5%, 1%, -10%, 3%
- CC(C)N(Cc1nc(COc2ccccc2)no1)Cc1nccn1C
  -2.9%, 9%, -10%, 2%, 5%, 1%, 0%, -3%
- COC(=O)c1ccc(C(=O)OC)c(NC(=O)c2ccc(-c3ccccc3)s2)c1
  -10%, ., -7%, ., ., 0%, 1%, -2%
- O=C(c1ccccc1)c1ccc(OCC(O)CN2CCN(S(=O)(=O)N3CCCCC3)CC2)cc1 (stereo not given)
  1.4%, -17%[46.1 µM], -24%, -1%, 0%, 2%, -4%, 2%
- CN1C(=O)c2ccccc2C(C(=O)O)C1c1cccc(Cl)c1 (stereo not given)
  7.4%, 4%, 17%, 12%, -3%, -1%, -5%, 12%
- Cn1c(-c2ccc(Br)o2)nc2cc(Br)ccc21
  0.0%, -9%[46.1 µM], -6%, -11%, 5%, -2%, 2%, -1%
- Cc1conc1NC(c1cccs1)c1ccc2cccnc2c1O (stereo not given)
  ?, -17%[46.1 µM], -25%, ?, -4%, 1%, -8%, 2%
- Cc1cc(C)n(CCC(=O)N/N=C/c2cccc([N+](=O)[O-])c2)n1
  6.6%, 12%, 10%, 4%, -3%, -3%, 1%, 7%
- CC1CC(=O)C=C(O)C1C(=O)OC(C)(C)C (stereo not given)
  9.7%, -8%[46.1 µM], 3%, 8%, -1%, -1%, 2%, 10%
- CCSc1ncc(Cl)c(C(=O)Nc2sc3c(c2C(=O)NCc2cccnc2)CCCC3)n1
  7.5%, -4%[46.1 µM], -9%, 6%, -9%, -2%, -11%, -6%
- CCCN(C(=O)Cn1ncc2c([nH]c3ccc(C)cc32)c1=O)c1ccccc1C
  -1.3%, ., -19%, ., ., -2%, 6%, -12%
- c1ccc(C2=Nc3ccccc3NC(c3ccccc3)C2)cc1 (stereo not given)
  -1.2%, -19%[46.1 µM], -25%, 13%, 0%, -5%, -3%, 7%
- CC(C)Cn1c(=O)c2ccccc2c2ccccc2c1=O
  -1.2%, -16%[46.1 µM], -14%, 6%, 7%, 3%, -16%, -12%
- Cc1nc2c3c(-c4ccccc4)c(-c4ccccc4)oc3ncn2n1
  0.2%, -1%[46.1 µM], -4%, 2%, 4%, 0%, -7%, -8%
- CCN(CC)Cc1c(C(=O)OC)nnn1-c1nonc1N
  0.0%, -5%[46.1 µM], -7%, 0%, 3%, 0%, -1%, 3%
- Nc1nc2ccccc2n1C(=O)c1cccs1
  -0.1%, -16%, 1%, -1%, 1%, -1%, -1%, -1%
